High-throughput results: PubChem BioAssay, National Center for Advancing Translational Sciences (NCATS)
TRb SRC2 PPI = qHTS for Inhibitors of the Interaction of Thyroid Hormone Receptor and Steroid Receptor Coregulator 2; TRbeta-SRC2 peptide binding, fluorescence polarization; receptor liganded with 1 µM T3; Potency, µM (series often up to 106 µM), for the others: at the top dose activity change, negative = inhibition, usual class: inhibitors; 280,000 tested, 0.065% active;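 also: plate controls were bound peptide for no effect and peptide without receptor for full effect; nearly all actives have a fitted effect of over 50% in size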
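Compounds were added to 0.6 uM TRb ligand-binding domain and 20 nM Texas Red-labeled SRC2 peptide in Tris buffer containing 1 uM T3, incubated 5 hr at ambient temperature, then read by fluorescence polarization.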
L3MBTL1 inh = qHTS Assay for the Inhibitors of L3MBTL1 | Lethal(3)malignant brain tumor-like protein 1 (Homo sapiens), Q9Y468 | AlphaScreen L3MBTL1–H3K9me1 peptide binding | Potency, µM (titrated, usually from 57.1 µM), inactives show at the top dose activity, negative = inhibition, usual class: inhibitors | 230,000 tested, 0.66% active | AID 485360, 2010; also: nearly all actives have a fitted effect of over 60% in size
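L3MBTL1 (50 nM) pre-complexed 30 min with biotinylated H3(1-15)K9me1 peptide (75 nM), then compounds added for 30 min at room temperature; AlphaScreen streptavidin donor/nickel chelate acceptor beads (10 ug/mL final) read after 30 min dark incubation.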
GoLoco inh red = qHTS Assay for Inhibitors of RGS12 GoLoco Motif Activity (Red Fluorophore) | AID 880, 2007 | Potency, µM (titrated, usually from 61.6 µM), for the others: at the highest dose activity, negative = inhibition, hits mostly inhibitors | Gai1:RGS12 GoLoco peptide FP, rhodamine, 10 min | 230,000 tested, 0.44% active; active = well fitted inhibition curve with a large enough effect, not every such curve was filed as active; inactive = no such curve, though single readings can be large or run the other way; also: nearly all actives have a fitted effect of over 30% in size; many of its hits are not listed in these tables
Target sequence (P63096 whole entry, looked up): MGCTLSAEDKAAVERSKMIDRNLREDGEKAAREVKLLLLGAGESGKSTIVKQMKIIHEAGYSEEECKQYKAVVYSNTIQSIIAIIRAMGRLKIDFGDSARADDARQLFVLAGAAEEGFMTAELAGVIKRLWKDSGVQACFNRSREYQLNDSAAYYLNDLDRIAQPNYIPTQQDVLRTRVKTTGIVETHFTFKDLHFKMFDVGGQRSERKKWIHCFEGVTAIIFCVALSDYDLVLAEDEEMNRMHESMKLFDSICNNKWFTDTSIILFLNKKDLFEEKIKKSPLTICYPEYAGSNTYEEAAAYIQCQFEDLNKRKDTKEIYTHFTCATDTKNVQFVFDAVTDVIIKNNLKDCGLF
Tau fibril FP = qHTS for Inhibitors of Tau Fibril Formation, Fluorescence Polarization | Microtubule-associated protein tau (Homo sapiens), P10636 | K18 P301L tau heparin fibrillization, Alexa594 FP, 6 h | Potency, µM (highest dose often 57.7 µM), for the others: at the highest dose activity, negative = inhibition, most hits filed as inhibitors | 280,000 tested, 0.39% active; also: nearly all actives have a fitted effect of over 55% in size
Target sequence (P10636 561-689 P618L limits assumed): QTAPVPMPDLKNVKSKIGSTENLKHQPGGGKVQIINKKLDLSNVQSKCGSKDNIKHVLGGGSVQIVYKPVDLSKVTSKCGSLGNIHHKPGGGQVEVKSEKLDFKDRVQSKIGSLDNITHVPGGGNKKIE
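Human tau K18 […] P301L fragment, 15 uM unlabeled plus 0.24 uM Alexa 594-labeled tau (final), with compound and 20 uM heparin in 100 mM sodium acetate pH 7; 6 hr at 37 C, then Alexa 594 FP read.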
RECQ1 inh = qHTS Assay for Inhibitors of RecQ-Like Dna Helicase 1 (RECQ1); ATP-dependent DNA helicase Q1 (Homo sapiens), P46063; RECQ1 DNA unwinding, red fluorescence kinetic read; Potency, µM (top dose mostly 57.3 µM), without a hit: top-dose activity, negative = inhibition, hits mostly inhibitors; 240,000 tested, 0.54% active; AID 2549, 2010;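 also: plate controls were vehicle for no effect and no enzyme for full effect; nearly all actives have a fitted effect of over 30% in size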
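RECQ1T1 50 nM; forked duplex (20 bp + 30-nt ss tails) 200 nM, ATP 2 mM final; pH 8.0, 2 mM MgCl2, 2.5 ug/ml poly(dI-dC); 15 min compound preincubation; discontinuous kinetic read over 2 h at RT.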
KDM4E inh = qHTS Assay for Inhibitors of Human Jumonji Domain Containing 2E (JMJD2E). JMJD2E catalytic domain, FDH-coupled NADH fluorescence (FDH is formaldehyde dehydrogenase). 230,000 tested, 1.6% active. Potency, µM (titrated, usually from 57.1 µM), inactives show at the top dose activity change, negative = inhibition, actives largely listed as inhibitors; active = well fitted inhibition curve with a large enough effect, not every such curve was filed as active; inconclusive = small, poorly fitted or top-dose-only effect, or another doubt; inactive = no such curve, though single readings can be large or run the other way;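 also: 0% = wells with enzyme and -100% = buffer wells without enzyme; nearly all actives have a fitted effect of over 50% in size; many of its hits are not listed in these tables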
Target sequence (B2RXH2 1-337 limits assumed): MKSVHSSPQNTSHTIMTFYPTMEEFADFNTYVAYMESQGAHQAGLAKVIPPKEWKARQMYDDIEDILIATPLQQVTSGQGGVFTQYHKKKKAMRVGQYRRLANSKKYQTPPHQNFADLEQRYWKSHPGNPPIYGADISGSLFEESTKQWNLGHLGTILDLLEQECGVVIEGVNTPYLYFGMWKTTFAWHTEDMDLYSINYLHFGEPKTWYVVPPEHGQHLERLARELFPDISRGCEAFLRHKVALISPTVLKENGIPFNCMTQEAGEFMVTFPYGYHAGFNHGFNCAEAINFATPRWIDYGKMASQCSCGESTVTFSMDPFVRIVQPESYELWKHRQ
TR SRC2 fluor cs = Total Fluorescence Counterscreen for Inhibitors of the Interaction of Thyroid Hormone Receptor and Steroid Receptor Coregulator 2. AID 1479, 2009. 280,000 tested, 0.29% active. TRb/SRC2 Texas Red total fluorescence interference. Potency, µM (series often up to 106 µM), for the others: top-dose fluorescence change, negative = quenching; active = well fitted curve in either direction with a large enough effect; inconclusive = small, poorly fitted or top-dose-only effect
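Human TRβ ligand-binding domain (0.6 uM) and Texas Red SRC2 peptide (20 nM) in Tris buffer with 1 uM T3 and 5% DMSO were incubated with pinned compound for 5 hr at ambient temperature. Total fluorescence was computed as S + 2P (555/632 nm).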
Tau fibril ThT = qHTS for Inhibitors of Tau Fibril Formation, Thioflavin T Binding | Microtubule-associated protein tau (Homo sapiens), P10636 | 270,000 tested, 2.1% active | Potency, µM (titrated, usually from 57.4 µM), inactives show at the top dose activity, negative = inhibition, most hits filed as inhibitors | recombinant tau K18 P301L (four-repeat tau fragment), heparin-induced fibrillization, ThT fluorescence; also: nearly all actives have a fitted effect of over 55% in size
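Tau K18 P301L fragment (15 uM unlabeled plus 0.24 uM Alexa 594-labeled) in 100 mM sodium acetate pH 7 with compound, fibrillization induced by 20 uM heparin for 6 hr at 37 C. Thioflavin T (30 uM) added, fluorescence read after 1 hr (ex 450, em 510 nm).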
* hit, by the source's call; i = inactive; u = inconclusive; x = no result given; [ ] = another dose, or the depositor's remark. Unless noted, calls follow the shape of the dose curve; as a rule, active = well fitted curve in the direction sought with a large enough effect; inconclusive = small, poorly fitted or top-dose-only effect, or another doubt; inactive = no such curve, though single readings can be large; an effect the other way counts as inactive or inconclusive. Unless noted, % is scaled to controls: 0 for no effect and ±100 for the full control effect; potency is read from the fitted curve at half-maximal effect. Only part of the results is shown. The share of hits here may be higher or lower than overall.

| Molecule | TRb SRC2 PPI | L3MBTL1 inh | GoLoco inh red | Tau fibril FP | RECQ1 inh | KDM4E inh | TR SRC2 fluor cs | Tau fibril ThT |
| --- | --- | --- | --- | --- | --- | --- | --- | --- |
| CCOc1ccc(S(=O)(=O)NCCSCc2ccco2)cc1 | -1% | x | 17% | 3% | -10% | -1% | 1% | -20% |
| CCC(CC)C(=O)NCCc1cc2cc(C)c(C)cc2[nH]c1=O | -5% | 4% | -6% | 1% | i | 6% | 1% | -5% |
| O=C(Cn1c(SCC(=O)NC2CCCC2)nnc1-c1ccncc1)Nc1ccc2c(c1)OCO2 | -10% | 10% | 10% | -2% | -4% | 1% | -2% | u |
| CCOC(=O)c1sc(=S)n(-c2cc(F)ccc2F)c1N | -3% | -1% | -7% | -3% | -6% | 9% | 1% | 2% |
| O=C(Nc1cccc(C(F)(F)F)c1)c1ccc2nc(-c3ccco3)c(-c3ccco3)nc2c1 | u | x | 49%[activator] | u | i | 14µM* | 8.9µM*[quencher] | 14µM* |
| CCc1nonc1NC(=O)c1oc2ccc(Br)cc2c1C | -2% | x | x | -6% | x | x | 1% | 5% |
| COCCNC(=S)N/N=C(\C)c1cc2ccccc2o1 | 2% | -10% | 15% | 8% | -17% | -1% | -2% | -5% |
| C[C@H](NS(=O)(=O)c1ccccc1)C(=O)OCC(=O)NC(=O)Nc1ccc2c(c1)OCCO2 | 2% | -6% | -6% | 0% | -1% | 11% | -2% | 11% |
| COc1ccc(NC(=O)C2CC(=O)N/C(=N/N=C/c3ccco3)S2)cc1 (stereo unspecified) | 0% | x | -2% | u | -8% | 0% | 1% | x |
| O=C(COC(=O)c1ccc(CO)cc1)Nc1ccc(OC(F)F)cc1 | -4% | 6% | 8% | -7% | -3% | -16% | -2% | -11% |
| CCOC(=O)c1[nH]c(C)c(C(=O)C(C)C)c1C | 3% | x | 2% | -5% | -9% | 4% | -5% | -10% |
| O=[N+]([O-])c1cc(Cl)ccc1N1CCOCC1 | -1% | -6% | 6% | -2% | i | 6% | -1% | 0% |
| COc1cc(OC)cc(-c2nc(=S)n3ccsc3n2)c1 | -4% | 23% | -12% | 0% | 12% | 4% | 1% | 2% |
| Cc1ccc2oc(=O)c3cc(C(=O)NCCCN4CCc5ccccc5C4)sc3c2c1 | 8% | -6% | 10% | -3% | -1% | u | -1% | u |
| O=C(NNC(=S)Nc1ccc(F)cc1)c1cccc([N+](=O)[O-])c1 | -2% | 1% | 2% | 5% | -3% | 2% | -1% | u |
| O=[N+]([O-])c1ccc(-n2ccnc2)cc1 | -1% | 7% | 7% | 2% | i | -3% | 0% | -14% |
| COc1ccc(N2C(=O)C3C(C2=O)C2C=CC3C23CC3)c([N+](=O)[O-])c1 (stereo unspecified) | 9% | x | 2% | -3% | -11% | -6% | 2% | -7% |
| Cc1ccc(CN2CCN(/N=C/c3cc(Br)cc(Br)c3O)CC2)cc1 | 2% | -6% | 1% | -9% | i | 4% | -2% | -16% |
| O=C(C1CC(=O)N(c2ccccc2)C1)N1CCN(C2=NS(=O)(=O)c3ccccc32)CC1 (stereo unspecified) | -6% | -4% | -17% | -4% | 6% | -1% | -3% | -2% |
| O=C(Cc1ccccc1)NNC(=O)c1ccccc1C(=O)O | 6% | 5% | 0% | -3% | -3% | 10% | -1% | -1% |
| CCOc1cc(C2C(C(=O)OC)=C(C)N=C3SC(C)C(=O)N32)ccc1OC(C)=O (stereo unspecified) | -6% | -5% | 4% | -1% | -3% | 10% | 1% | -10% |
| c1ccc(-n2ncc3c(NCc4cccs4)ncnc32)cc1 | 10% | 6% | -2% | -5% | -3% | -10% | 1% | 4% |
| CCN(CC)c1ccc(C(=O)N/N=C/c2ccccc2OC(F)F)cc1 | 9% | 7% | 7% | 10% | i | u | -5% | u |
| CSc1nc(-c2ccccc2)nc(N2CCCC2)c1C(C)=O | -3% | x | 3% | 3% | i | -2% | 3% | -11% |
| Cc1ccc(Sc2nc(-c3ccccc3)nnc2C(F)(F)F)cc1 | -23% | 3% | 4% | -18% | -12% | 2% | -1% | u |
| O=C(/C=C/c1cccc([N+](=O)[O-])c1)Nc1ccccn1 | 3% | -6% | 10% | 8% | 2% | 11% | -3% | -3% |
| COC(=O)c1sccc1NC(=S)Nc1ccccc1 | -4% | 9% | 4% | -1% | -9% | -3% | 0% | -5% |
| O=C(c1cccc(N2C(=O)C3C4C=CC(C4)C3C2=O)c1)N1CCCc2ccccc21 (stereo unspecified) | 0% | -18% | 12% | 6% | i | -4% | 1% | 1% |
| COc1ccc2[nH]c(C)c(C(=O)CN3CCc4cc(OC)c(OC)cc4C3)c2c1 | 3% | -2% | x | -6% | -4% | -2% | -3% | -10% |
| O=C(N/N=C/c1ccccc1O)c1cc(=O)[nH]c2ccccc12 | 4% | u | -1% | -4% | 5% | -2% | -1% | 3% |
| CCOC(=O)c1c(C)n(-c2ccc(OC)cc2)c2c(C/C(C)=N/O)c(Br)c(OC)c(O)c12 | -3% | x | 4% | -1% | i | 1% | 1% | 3% |
| CCCC/C(C)=N/NC(=O)CN(c1ccc(Br)cc1)S(=O)(=O)c1ccccc1 | -1% | 1% | 7% | 0% | -9% | 3% | -2% | 2% |
| Cc1cccc(C(=O)Oc2ccccc2/C=N/NC(=O)c2ccc(NC(=O)C(C)(C)C)cc2)c1 | 4% | 0% | -7% | u | -13% | 4% | 1% | 3% |
| Cc1nc2c(=O)n(-c3ccc(F)cc3F)nc(C)c2s1 | 0% | 0% | 0% | -15% | -1% | 3% | -8% | -9% |
| C=C(C(=O)c1ccccc1)C(C(=C)C(=O)c1ccccc1)c1ccc(OC)cc1 | 2% | -1% | 3% | -18% | 1% | -1% | 0% | u |
| CCOC(=O)C1=C(O)C(=O)N(c2ccc(S(N)(=O)=O)cc2)C1c1ccc(Br)cc1 (stereo unspecified) | 7% | -21% | 12% | 2% | 2% | u | 7% | 0% |
| O=C(NCc1nc2ccccc2[nH]1)C1=C[C@H](C2CC2)C[C@H](OCc2ccc(CO)cc2)O1 | -3% | x | 7% | -4% | 4% | 7% | 0% | 6% |
| N#Cc1ccc(CSc2nnc(-c3cnccn3)o2)cc1 | 7% | 0% | 9% | -1% | -9% | 4% | 0% | -4% |
| CCCCNC(=O)CC1NCCNC1=O (stereo unspecified) | 10% | -8% | 15% | -2% | 11% | 0% | -2% | -11% |
| Cc1ccc(-n2c(=O)c3ccc(C(=O)NCc4ccco4)cc3n(Cc3ccccc3Cl)c2=O)cc1 | -4% | x | x | -25% | x | x | -1% | 8% |
| COc1ccc(C2(C(=O)Nc3ccc(OC)cc3OC)CCCC2)cc1 | -11% | -3% | 9% | 8% | i | -1% | 1% | -9% |
| COC(=O)C1=C(C(=O)OC)[C@@H]2N(Cc3ccccc3)c3ccccc3[C@@]23C[C@@H](C(=O)OC)N(C(=O)c2cc(C)oc2C)C3=N1 | -1%[11.2 µM] | x | 4%[14.2 µM] | 4%[11.6 µM] | -15%[11.5 µM] | 14%[11.4 µM] | 3%[11.2 µM] | 7%[11.5 µM] |
| CCOc1ccc(OCC)c(Nc2nc3ccc(C(=O)c4ccccc4)cc3n3cnnc23)c1 | 2% | x | x | 4% | x | x | -2% | 5% |
| COc1cc(OC)c(S(=O)(=O)Nc2ccccc2N2CCCCC2)cc1NC(C)=O | 1% | x | 11% | 5% | -13% | 6% | -1% | x |
| Cc1ccc(S(=O)(=O)c2nc(S(=O)(=O)c3ccc(C)cc3)c(NCCCOC(C)C)s2)cc1 | 3% | x | x | 2% | x | x | -2% | -6% |
| N#Cc1c(N)[nH]c(=S)c(C#N)c1-c1ccccc1 | 1% | 8% | -4% | u | i | u | -4% | u |
| CCN=C1NN=C(c2cc(C)n(Cc3ccco3)c2C)CS1 | 2% | -10% | 23% | -1% | -5% | 0% | -8% | u |
| COc1ccccc1-c1c(C)oc2cc(OC(=O)c3ccco3)ccc2c1=O | -7% | 1%[11.4 µM] | 13% | -3% | -5% | u | 0% | -4% |
| COC(=O)c1ccccc1NC(=O)CSc1nnnn1-c1ccc(C)cc1C | 4% | x | 10% | -5% | 3% | 4% | 2% | -26% |
| CCOc1nc2ccccc2nc1NS(=O)(=O)c1ccccc1 | -14% | -7% | -19% | 2% | -7% | u | 1% | 5% |
| O=C(N=C1c2ccccc2CN1c1cccc(Cl)c1)c1cccnc1 | 5% | -5% | 3% | -10% | -1% | -14% | 1% | u |
| c1ccc(N2CCN(CCc3nnc4n3CCCCC4)CC2)cc1 | 1% | 0% | -1% | 2% | -1% | -3% | -5% | 3% |
| COc1ccc(CN(C(=O)Cc2coc3ccc(C)cc23)C2CCS(=O)(=O)C2)cc1 (stereo unspecified) | 0% | x | x | 0% | x | x | -20% | -12% |
| Cc1ccc(-c2nnc(SCC(=O)NC(C)(C)C)nc2-c2ccc(C)cc2)cc1 | -1% | x | x | 3% | x | x | -2% | 0% |
| CCOC(=O)CC(=O)NC1(Cc2ccc(O)cc2)CCCCC1 | 2% | x | -7% | -4% | -3% | 5% | -1% | 1% |
| O=C1C2CC=CCC2C(=O)N1c1cccc(OS(=O)(=O)c2ccc3ccccc3c2)c1 (stereo unspecified) | -1% | x | 4% | -6% | -7% | u | -2% | -2% |
| COc1ccc(-c2[nH]ncc2-c2ccc(Cl)cc2)c(O)c1 | -6% | x | -2% | 6% | i | -16% | 0% | -5% |
